Bioassay records as filed in PubChem BioAssay.
CBFb-RUNX1 inh – CBF-beta/RUNX1 interaction disruption; Q01196+Q13951; 230,000 tested, under 10 active; Potency, µM (series often up to 59.8 µM), inactives show top-dose activity, negative = inhibition, usual class: inhibitors; AlphaScreen CBFb-His/RUNX1-biotin binding, biochemical; also: % of control where 0% means no effect
Target sequence (Q01196 whole entry, looked up): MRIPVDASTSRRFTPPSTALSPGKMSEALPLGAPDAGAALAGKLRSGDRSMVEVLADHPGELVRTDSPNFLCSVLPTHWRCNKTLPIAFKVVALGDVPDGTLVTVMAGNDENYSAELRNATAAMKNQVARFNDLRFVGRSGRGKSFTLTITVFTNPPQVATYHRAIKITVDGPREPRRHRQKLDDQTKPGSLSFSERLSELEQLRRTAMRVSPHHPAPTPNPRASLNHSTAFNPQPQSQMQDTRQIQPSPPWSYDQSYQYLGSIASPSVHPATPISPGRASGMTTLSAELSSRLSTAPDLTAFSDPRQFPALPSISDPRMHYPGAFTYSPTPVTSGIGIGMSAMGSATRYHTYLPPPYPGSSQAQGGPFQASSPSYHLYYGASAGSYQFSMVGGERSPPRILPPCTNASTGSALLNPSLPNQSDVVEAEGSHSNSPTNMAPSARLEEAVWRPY
Target sequence (Q13951 whole entry, looked up): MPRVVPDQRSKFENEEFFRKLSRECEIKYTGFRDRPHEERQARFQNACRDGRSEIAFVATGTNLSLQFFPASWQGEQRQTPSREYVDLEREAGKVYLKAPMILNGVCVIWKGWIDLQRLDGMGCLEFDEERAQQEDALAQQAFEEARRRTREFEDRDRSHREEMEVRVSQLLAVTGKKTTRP
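Compounds were screened at multiple concentrations against a preformed CBF-beta(His)/RUNX1(biotin) complex (30 nM of each) for 15 min at room temperature, followed by 90 min with nickel and streptavidin beads and AlphaScreen reading.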
HttQ103 aggreg – reduces HttQ103-GFP aggregates in PC12 cells; Potency, µM (titrated, usually from 46.1 µM), inactives show at the top dose activity change, negative = inhibition, usual class: inhibitors; AID 1688; 220,000 compounds, 1.1% hits; PC12 HttQ103-GFP aggregates, Acumen cytometry, 40 h; also: potency is read from the fitted curve at half-maximal effect; % is scaled to controls: 0 for no effect and ±100 for the full control effect; nearly all actives have a fitted effect of over 60% in size
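Using laser scanning cytometry, GFP-positive aggregates were counted after lysis of PC12 cells induced with 100 nM tebufenozide to express HTT exon 1 Q103–GFP. Compounds were tested in titration.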
Epigenetic reg – derepresses silenced GFP reporter in murine cells. 280,000 compounds, 0.2% hits. Potency, µM (top dose mostly 53.9 µM), for inactives: top-dose GFP activation, actives largely listed as activators. murine LDR cells, GFP reporter derepression, 30 h; also: potency is read from the fitted curve at half-maximal effect; % of control where 0% means no effect; nearly all actives have a fitted effect of over 60% in size
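Murine LDR cells carrying a silenced, genomically integrated CMV-driven GFP reporter were exposed to compound for 30 hours at 37 C. After PBS washes, GFP-positive cells (20–120 um objects) were counted by laser-scanning microplate cytometry.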
KinaseGlo FLuc – Kinase-Glo luciferase inhibition (counter-screen); AID 1379; Potency, µM (doses to about 38.3 µM), for inactives: top-dose activity change, negative = inhibition, actives largely listed as inhibitors; Kinase-Glo luciferase, ATP luminescence, 8 min; Q27757; 200,000 compounds, 0.28% hits; also: potency is read from the fitted curve at half-maximal effect; % is scaled to controls: 0 for no effect and ±100 for the full control effect; nearly all actives have a fitted effect of over 60% in size
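Inhibition of Kinase-Glo luciferase light generation was assessed at 10 uM ATP in pH 7.2 imidazole buffer, with luminescence measured after eight minutes at ambient temperature.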
IMPase Li inh – IMPase inhibition in cells with lithium potentiation; CHO-M1 cells, IP1 TR-FRET (IP-One), carbachol + lithium; Potency, µM (doses to about 59.4 µM), inactives show top-dose activity, negative = IMPase inhibition, hits mostly inhibitors; 210,000 compounds, 0.35% hits; AID 1457;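 also: IP1 builds up when IMPase is blocked and the TR-FRET signal falls; potency is read from the fitted curve at half-maximal effect; plate controls were basal vehicle for no effect and high inhibitor control for full effect; nearly all actives have a fitted effect of over 50% in size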
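CHO cells stably expressing M1 receptor (2000/well) were cultured 16–30 h, then exposed to compounds with a small lithium addition for 30 min at 37C. IP1 was measured by TR-FRET competition; AC50 from Hill fits.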
NPSR antagonist – antagonists of human neuropeptide S receptor cAMP signaling; AID 1461; 220,000 compounds, 1% hits; Potency, µM (top dose mostly 38.3 µM), without a hit: top-dose activity change, negative = inhibition, hits mostly inhibitors; Q6W5P4; CHO-NPSR cells, cAMP TR-FRET, antagonist mode; also: potency is read from the fitted curve at half-maximal effect; % is scaled to controls: 0 for no effect and ±100 for the full control effect; nearly all actives have a fitted effect of over 50% in size; many of its hits are not listed in these tables
Target sequence (Q6W5P4 whole entry, looked up): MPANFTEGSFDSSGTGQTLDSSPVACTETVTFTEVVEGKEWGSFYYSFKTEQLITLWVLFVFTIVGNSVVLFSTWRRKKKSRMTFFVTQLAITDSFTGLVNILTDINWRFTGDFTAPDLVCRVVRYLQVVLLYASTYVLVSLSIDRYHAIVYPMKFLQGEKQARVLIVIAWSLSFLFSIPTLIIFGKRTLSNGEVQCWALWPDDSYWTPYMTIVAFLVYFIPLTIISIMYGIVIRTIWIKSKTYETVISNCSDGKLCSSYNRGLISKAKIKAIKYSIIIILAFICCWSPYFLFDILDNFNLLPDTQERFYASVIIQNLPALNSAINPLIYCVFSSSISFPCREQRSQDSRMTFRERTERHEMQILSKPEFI
L3MBTL1 block – L3MBTL1 (human) inhibition | 230,000 compounds, 0.66% hits | Potency, µM (series often up to 57.1 µM), inactives show top-dose activity, negative = inhibition, actives largely listed as inhibitors | AlphaScreen L3MBTL1–H3K9me1 peptide binding | Q9Y468 | AID 485360; also: potency is read from the fitted curve at half-maximal effect; % is scaled to controls: 0 for no effect and ±100 for the full control effect; nearly all actives have a fitted effect of over 60% in size
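L3MBTL1 50 nM + b-AHA-H3(1-15)K9me1 75 nM, 30 min RT; compound added, 30 min RT; streptavidin donor/Ni-chelate acceptor beads 10 ug/mL each final, 30 min RT dark; AlphaScreen read.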
Numbers without * were called inactive; [ ] = another dose, or the depositor's remark. Calls follow the shape of the dose curve; as a rule, active = well fitted curve in the direction sought with a large enough effect; inconclusive = small, poorly fitted or top-dose-only effect, or another doubt; inactive = no such curve, though single readings can be large; an effect the other way counts as inactive or inconclusive. This is a subset. The share of hits here may be higher or lower than overall.

How did Fc1ccc(-c2csc3[n+]2CCS3)cc1 do in these assays?
CBFb-RUNX1 inh: 11%; HttQ103 aggreg: -8%; Epigenetic reg: 1.2%; KinaseGlo FLuc: 0%; IMPase Li inh: 7%; NPSR antagonist: 8%[46.1 µM]; L3MBTL1 block: -25%

How did CCCN(CC(=O)Nc1ccc(C)cc1Br)CC(=O)Nc1ccc(F)c(F)c1F do in these assays?
CBFb-RUNX1 inh: -10%; HttQ103 aggreg: 5%; Epigenetic reg: 4.2%; KinaseGlo FLuc: -1%; IMPase Li inh: 1%; NPSR antagonist: inconclusive; L3MBTL1 block: 10%

What do the screens show for `Cc1c(OCc2ccc(C(=O)O)o2)ccc2c3c(c(=O)oc12)CCC3`?
CBFb-RUNX1 inh: -2%; HttQ103 aggreg: -3%; Epigenetic reg: -8.2%; KinaseGlo FLuc: -3%; IMPase Li inh: -10%[38.3 µM]; NPSR antagonist: -3%[46.1 µM]; L3MBTL1 block: inconclusive

How did CC1(C)CC(=O)C2=C(C1)OC(c1cccs1)C(C#N)=C2N (configuration not stated) do in these assays?
CBFb-RUNX1 inh: 1%; HttQ103 aggreg: 12%; Epigenetic reg: 0.0%; KinaseGlo FLuc: 1%; IMPase Li inh: 20%[38.3 µM]; NPSR antagonist: -1%[46.1 µM]; L3MBTL1 block: -2%[11.4 µM]

What do the screens show for `CC(C)N(C(=O)CSc1nnnn1C1CCCC1)C(C)C`?
CBFb-RUNX1 inh: 2%; HttQ103 aggreg: 14%; Epigenetic reg: 0.7%; KinaseGlo FLuc: -4%; IMPase Li inh: 8%[38.3 µM]; NPSR antagonist: -2%[46.1 µM]; L3MBTL1 block: 4%

What do the screens show for `COC(=O)c1c(C)oc(C)c1S(=O)(=O)N1CCCC1`?
CBFb-RUNX1 inh: 3%; HttQ103 aggreg: -6%[9.22 µM]; Epigenetic reg: -1.3%; NPSR antagonist: -8%; L3MBTL1 block: 1%

Results for CCOc1ccc(CN(C)C(C)C(=O)Nc2ccc([N+](=O)[O-])cc2Cl)cc1OC (configuration not stated) ?
CBFb-RUNX1 inh: -11%; HttQ103 aggreg: -1%; Epigenetic reg: 0.0%; KinaseGlo FLuc: 1%; IMPase Li inh: 24%; NPSR antagonist: -26%; L3MBTL1 block: 0%

What do the screens show for `CCSC1=N/C(=C\c2ccc(OC)cc2)C(=O)N1`?
CBFb-RUNX1 inh: 0%; HttQ103 aggreg: -10%; Epigenetic reg: -0.9%; KinaseGlo FLuc: -1%; IMPase Li inh: 27%; NPSR antagonist: 3%; L3MBTL1 block: -10%

Results for CC1CCN(C(=O)COc2ccccc2F)CC1 ?
CBFb-RUNX1 inh: 1%; HttQ103 aggreg: 1%; Epigenetic reg: -2.9%; KinaseGlo FLuc: -2%; IMPase Li inh: -5%[38.3 µM]; NPSR antagonist: 2%[46.1 µM]; L3MBTL1 block: 1%

What do the screens show for `O=C(COc1ccc(Cl)cc1Cl)Nc1nnc(C2=COCCO2)o1`?
CBFb-RUNX1 inh: inconclusive; HttQ103 aggreg: 11%; Epigenetic reg: 1.1%; KinaseGlo FLuc: 1%; IMPase Li inh: -1%; NPSR antagonist: -6%

How did Cc1cc(N2CCCCC2)n2ncc(-c3ccc(Cl)cc3)c2n1 do in these assays?
CBFb-RUNX1 inh: inconclusive; HttQ103 aggreg: inconclusive; Epigenetic reg: 6.1%; KinaseGlo FLuc: -1%; IMPase Li inh: -3%[38.3 µM]; NPSR antagonist: -26%[46.1 µM]; L3MBTL1 block: 52%[activator]

What do the screens show for `O=C1CC(/C=C/c2ccccn2)=Nc2ccccc2N1`?
CBFb-RUNX1 inh: -28%; HttQ103 aggreg: inconclusive; Epigenetic reg: 1.1%; KinaseGlo FLuc: -3%; IMPase Li inh: 6%; NPSR antagonist: -37%

What do the screens show for `O=C(COC(=O)CCc1c[nH]c(=O)[nH]1)Nc1ccccc1Cl`?
CBFb-RUNX1 inh: 15%; HttQ103 aggreg: 13%; Epigenetic reg: 0.0%; KinaseGlo FLuc: 0%; IMPase Li inh: 19%[38.3 µM]; NPSR antagonist: 0%[46.1 µM]; L3MBTL1 block: 17%

Results for Cc1cc(NS(=O)(=O)c2ccc(NC(=O)COc3ccccc3C(C)C)cc2)no1 ?
CBFb-RUNX1 inh: 8%; HttQ103 aggreg: -6%; Epigenetic reg: -0.8%; KinaseGlo FLuc: 3%; IMPase Li inh: 27%[38.3 µM]; NPSR antagonist: -18%[46.1 µM]; L3MBTL1 block: 6%

Results for CCCCN(C)C(=O)Cc1c(OC)ccc2cc(Br)ccc12 ?
CBFb-RUNX1 inh: inconclusive; HttQ103 aggreg: -17%; Epigenetic reg: 2.1%; KinaseGlo FLuc: -2%; IMPase Li inh: -13%; NPSR antagonist: -29%; L3MBTL1 block: 3%

What do the screens show for `Cc1[nH]c(=O)[nH]c(=O)c1NC(=O)c1sc2nc3c(C)cccc3cc2c1N`?
CBFb-RUNX1 inh: 2%; HttQ103 aggreg: 6%; Epigenetic reg: 1.1%; KinaseGlo FLuc: -1%; IMPase Li inh: 13%; NPSR antagonist: -14%; L3MBTL1 block: -2%

Results for S=C(NCCc1ccccc1)NC1CC2CCC(C1)N2Cc1ccccc1 (configuration not stated) ?
CBFb-RUNX1 inh: -1%; HttQ103 aggreg: -2%[9.22 µM]; Epigenetic reg: -1.0%; KinaseGlo FLuc: -5%; IMPase Li inh: 24%; NPSR antagonist: 0%; L3MBTL1 block: -19%

How did CCC(=O)Nc1cccc(NC(C)=O)c1 do in these assays?
CBFb-RUNX1 inh: -14%; HttQ103 aggreg: -11%; Epigenetic reg: -0.2%; KinaseGlo FLuc: -2%; IMPase Li inh: 13%[38.3 µM]; NPSR antagonist: -5%[46.1 µM]

What do the screens show for `CCCN(C(=O)c1ccccc1N)c1c(C)n(C)n(-c2ccccc2)c1=O`?
CBFb-RUNX1 inh: 5%; HttQ103 aggreg: 14%; Epigenetic reg: -1.8%; KinaseGlo FLuc: -1%; IMPase Li inh: -10%[38.3 µM]; NPSR antagonist: -4%[46.1 µM]; L3MBTL1 block: -10%

How did COc1cc(C(=O)OCc2ccc(C)cc2)cc(NC(=O)c2cccs2)c1OC do in these assays?
CBFb-RUNX1 inh: 0%; HttQ103 aggreg: 23%; Epigenetic reg: -1.1%; KinaseGlo FLuc: 0%; IMPase Li inh: 13%; NPSR antagonist: -12%; L3MBTL1 block: 8%

Results for C[C@H](NC(=O)c1nc[nH]c1C(=O)N[C@@H](Cc1ccccc1)C(=O)OC(C)(C)C)c1ccccc1 ?
CBFb-RUNX1 inh: -1%; HttQ103 aggreg: 4%[9.22 µM]; Epigenetic reg: 3.7%; IMPase Li inh: 3%; NPSR antagonist: inconclusive; L3MBTL1 block: -12%

What do the screens show for `COc1cc(C(=O)O)nc2ccccc12`?
CBFb-RUNX1 inh: 10%; HttQ103 aggreg: 3%; Epigenetic reg: -0.9%; KinaseGlo FLuc: -3%; IMPase Li inh: 2%[38.3 µM]; NPSR antagonist: -3%[46.1 µM]; L3MBTL1 block: -10%

What do the screens show for `COc1ccc(C(C(=O)NC(C)(C)C)N(C(=O)Cn2nnc3ccccc32)c2cccc(C(C)=O)c2)cc1O` (configuration not stated)?
CBFb-RUNX1 inh: 10%; HttQ103 aggreg: 3%[9.22 µM]; Epigenetic reg: -3.7%; NPSR antagonist: -9%

Results for CCn1c(SCC(=O)Nc2nc(C)cs2)nnc1-c1cccnc1 ?
CBFb-RUNX1 inh: 5%; HttQ103 aggreg: 4%; Epigenetic reg: -0.5%; KinaseGlo FLuc: 14%; IMPase Li inh: 2%[38.3 µM]; NPSR antagonist: -2%[46.1 µM]; L3MBTL1 block: 3%

How did COc1ccc(N2C(=O)[C@H]3CCC=C[C@H]3[C@@H]2c2ccccc2Br)cc1 do in these assays?
CBFb-RUNX1 inh: 4%; Epigenetic reg: 3.1%; KinaseGlo FLuc: 0%[39.9 µM]; IMPase Li inh: 10%; L3MBTL1 block: -10%

What do the screens show for `CCOC(=O)c1ccc(NC(=O)CN2CCc3ccccc3C2)cc1`?
CBFb-RUNX1 inh: -8%; HttQ103 aggreg: 1%; Epigenetic reg: 2.1%; KinaseGlo FLuc: 2%; IMPase Li inh: 56%[activator][38.3 µM]; NPSR antagonist: -26%[46.1 µM]; L3MBTL1 block: -18%[11.4 µM]

How did O=C(O)c1ccccc1S(=O)(=O)c1ccccc1CO do in these assays?
CBFb-RUNX1 inh: 5%; HttQ103 aggreg: 5%; Epigenetic reg: 5.1%; KinaseGlo FLuc: -2%; IMPase Li inh: -19%[38.3 µM]; NPSR antagonist: -24%[7.67 µM]; L3MBTL1 block: -4%

Results for COc1ccc(CCNC(=O)C2CCN(S(=O)(=O)c3cnc[nH]3)CC2)cc1OC ?
CBFb-RUNX1 inh: 2%; HttQ103 aggreg: 3%; Epigenetic reg: 0.0%; KinaseGlo FLuc: 0%; IMPase Li inh: 16%[38.3 µM]; NPSR antagonist: -2%[46.1 µM]

Results for CC(C)CNC(=O)NC(=O)COC(=O)c1cccc(NS(=O)(=O)c2ccc(F)c(F)c2)c1 ?
CBFb-RUNX1 inh: 1%; HttQ103 aggreg: inconclusive; Epigenetic reg: 0.0%; KinaseGlo FLuc: 2%; IMPase Li inh: 0%; NPSR antagonist: inconclusive; L3MBTL1 block: 5%

Results for CC(C)=CC(=O)Nc1ccc2c(c1)OCO2 ?
CBFb-RUNX1 inh: 0%; HttQ103 aggreg: 9%; Epigenetic reg: -0.7%; KinaseGlo FLuc: -27%; IMPase Li inh: -3%[38.3 µM]; NPSR antagonist: 4%[46.1 µM]

How did COc1ccc(-c2ccc(-c3noc(-c4ccccc4OC)n3)c(OC)n2)cc1 do in these assays?
CBFb-RUNX1 inh: -15%; HttQ103 aggreg: 20%; Epigenetic reg: inconclusive; KinaseGlo FLuc: 6%; IMPase Li inh: 3%; NPSR antagonist: -5%[46.1 µM]; L3MBTL1 block: 12%

What do the screens show for `CN=c1c([N+](=O)[O-])nn(-c2ccc3c(c2)OCCO3)n1O`?
CBFb-RUNX1 inh: 7%; HttQ103 aggreg: 25%; Epigenetic reg: -9.6%; KinaseGlo FLuc: -1%; IMPase Li inh: -11%; NPSR antagonist: -12%; L3MBTL1 block: 33%[activator]

What do the screens show for `Cc1ccc(NC(=O)Cc2nc(CSc3nnc(-c4ccc5c(c4)OCO5)o3)cs2)cc1`?
CBFb-RUNX1 inh: 1%; HttQ103 aggreg: -21%; Epigenetic reg: 0.3%; KinaseGlo FLuc: 0%; IMPase Li inh: 6%[38.3 µM]; NPSR antagonist: -20%[46.1 µM]; L3MBTL1 block: 3%
